CHT inh: human CHT choline transport inhibition | B-score at 10 µM | CHT-expressing cells, membrane potential dye, choline response; hits give low values | hit rate 0.86% among 310,000 | AID 488975;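 active = B-score over 3 SD under the library average, and starting fluorescence ratio not unusually high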;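 note: choline stimulus applied at its EC90 after an EC20 pre-addition; B-score computed on integrated fluorescence ratio after choline addition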
Target sequence (Q9GZV3 whole entry, looked up): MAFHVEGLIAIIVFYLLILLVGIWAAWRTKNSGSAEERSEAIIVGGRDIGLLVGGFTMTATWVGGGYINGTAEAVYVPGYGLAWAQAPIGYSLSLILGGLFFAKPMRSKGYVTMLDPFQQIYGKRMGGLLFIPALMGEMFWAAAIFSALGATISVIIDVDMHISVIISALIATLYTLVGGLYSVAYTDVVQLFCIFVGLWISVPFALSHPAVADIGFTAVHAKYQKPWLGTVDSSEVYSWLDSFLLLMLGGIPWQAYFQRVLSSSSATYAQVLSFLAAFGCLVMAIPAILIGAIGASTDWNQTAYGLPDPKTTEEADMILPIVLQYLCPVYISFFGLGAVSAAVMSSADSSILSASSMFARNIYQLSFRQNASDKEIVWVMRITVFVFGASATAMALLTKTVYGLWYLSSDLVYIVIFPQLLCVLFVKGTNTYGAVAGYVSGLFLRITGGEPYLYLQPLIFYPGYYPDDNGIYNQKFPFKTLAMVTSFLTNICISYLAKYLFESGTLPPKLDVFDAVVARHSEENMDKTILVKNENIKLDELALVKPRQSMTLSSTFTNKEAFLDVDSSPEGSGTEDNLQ
STK33 inh: blocks human STK33 kinase activity. Q9BYT3. purified STK33, MBP phosphorylation, ADP-Glo luminescence. inhibition, % at 10 µM. hit rate 0.073% among 320,000. AID 2661;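 active = inhibition at or above 25%, using the most active replicate where run in duplicate; inactive = inhibition below 25%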
Target sequence (Q9BYT3 whole entry, looked up): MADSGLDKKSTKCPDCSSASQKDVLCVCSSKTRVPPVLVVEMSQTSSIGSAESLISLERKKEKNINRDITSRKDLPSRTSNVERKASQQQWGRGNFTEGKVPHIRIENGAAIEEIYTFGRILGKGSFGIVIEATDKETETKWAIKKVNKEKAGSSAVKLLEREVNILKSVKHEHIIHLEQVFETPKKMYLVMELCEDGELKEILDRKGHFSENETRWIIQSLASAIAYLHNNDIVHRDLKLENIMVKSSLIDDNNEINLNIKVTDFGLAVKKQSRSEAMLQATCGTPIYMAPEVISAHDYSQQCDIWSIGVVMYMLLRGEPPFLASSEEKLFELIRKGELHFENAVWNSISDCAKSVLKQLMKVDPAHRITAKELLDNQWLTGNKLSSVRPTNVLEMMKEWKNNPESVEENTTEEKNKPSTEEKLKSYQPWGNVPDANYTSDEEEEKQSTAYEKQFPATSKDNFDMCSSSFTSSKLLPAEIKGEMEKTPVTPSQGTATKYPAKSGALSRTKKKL
CHT PAM: allosterically activates the human high affinity choline transporter. B-score at 10 µM. CHT-expressing cells, membrane potential dye, choline EC20; hits give high values; LV-AA mutant CHT in HEK293 cells. hit rate 0.49% among 310,000;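 active = initial fluorescence not abnormally high and integrated response B-score, plate-corrected, over 3 SD above library mean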
* marks the source's active call; other numbers are inactive results; i = inactive. Random draw from the library; overall some 1.5% were active at least once.

SMILES	CHT inh	STK33 inh	CHT PAM
[C-]#[N+][C@H](O[C@@H]1O[C@H](CO)[C@@H](O)[C@H](O)[C@H]1O)c1ccccc1	i	-0.1	i
O=C(CSc1nnc(-c2ccc(F)cc2)c2ccccc12)NCC1CCCO1 (stereo not given)	i	-1.0	i
CCOc1ccc(S(=O)(=O)NCCCl)cc1	i	-1.4	i
CCc1ccccc1NC(=O)CSc1ccsc1[N+](=O)[O-]	i	-0.5	i
Cc1onc(-c2ccccc2)c1C(=O)N1CC(C)OC(C)C1 (stereo not given)	i	0.9	i
CCCOc1ccc(N2C(=O)CC(N(CCc3ccc(OC)c(OC)c3)C(=S)Nc3ccccc3)C2=O)cc1 (stereo not given)	i	-0.9	i
CC1(C)CC(=O)C(C=Nc2ccc3cn[nH]c3c2)=C(O)C1	i	-0.6	i
CCc1nnc(NC(=O)C2=NN(C3CCS(=O)(=O)C3)C(=O)CC2)s1 (stereo not given)	i	0.9	i
O=S(=O)(c1ccc(F)cc1)N1CCc2ccccc21	i	0.6	i
Cc1nc(Nc2cccc(C(C)O)c2)c2nnn(Cc3ccccc3F)c2n1 (stereo not given)	i	0.4	i
CN(C)CCNC(=O)c1c(NC(=O)c2ccccc2)sc2c1CCCC2	i	7.4	i
Cc1noc(/C=C/N(C)C)c1S(=O)(=O)N1CCC(C(=O)NC(C)(C)C)CC1	i	0.4	i
C[C@@H]1C[C@H]2[C@@H]3CCC4=CC(=O)C=C[C@]4(C)[C@@]3(F)[C@@H](O)C[C@]2(C)[C@@]1(O)C(=O)COP(=O)(O)O	i	-1.8	i
O=C(CNC(=O)c1ccccc1)OCc1nc2ccccc2s1	i	-2.6	i
CC(C)[C@H](NC(N)=O)C(=O)Nc1ccc(F)c(Cl)c1	i	0.4	i

The results go on.
SMILES	CHT inh	STK33 inh	CHT PAM
CCOc1ccc(NC(=O)CN2CCN(CC(=O)Nc3ccc(Cl)c(C(F)(F)F)c3)CC2)cc1	i	-0.4	i
Cc1cc2c([nH]c3ccccc32)c(C)n1	i	0.1	i
O=C(O)CNC(=O)CCN1C(=O)c2ccccc2C1=O	i	-0.9	i
COC(=O)c1cc(-c2c(-c3ccc4c(c3)OCO4)noc2-c2ccsc2)cc([N+](=O)[O-])c1	i	0.9	i
CC(C)(C)c1ccc(-n2ncc3c2CCCC3NC(=O)c2csnn2)cc1 (stereo not given)	i	0.3	i
O=C(CCN1C(=O)/C(=C/c2ccc(F)cc2)SC1=S)N[C@@H](CO)Cc1ccccc1	i	-1.2	i
Cc1cccn(Cc2c(F)cccc2Cl)c1=O	i	-0.9	i
O=S(=O)(c1ccc(Cl)s1)N1CCc2ccccc2C1	i	-2.3	i
COc1cccc(C(=O)Nc2c(C)n[nH]c2C)c1	i	0.2	i
O=C(O)c1ccccc1-c1ccccc1C(=O)NCc1ccco1	i	-4.6	i
CCCCN(Cc1ccccc1)C1CCN(Cc2ccccc2)CC1	i	0.5	i
COc1ccc(/C=C/C(=O)Nc2cccnc2Cl)cc1	i	2.3	i
Cc1ccc(S(=O)(=O)N2CCOC23CCN(C(=O)c2cc(Cl)ccc2Cl)CC3)cc1	i	3.3	i
CCC(=NCCc1c(C)[nH]c2ccc(OC(F)(F)F)cc12)C1=C(O)CC(c2ccccc2)CC1=O (stereo not given)	i	-1.8	i
O=c1c2c(-c3cccs3)csc2ncn1-c1ccc(Br)cc1	i	-1.3	i

The listing continues.
SMILES	CHT inh	STK33 inh	CHT PAM
CCN(CC)S(=O)(=O)c1cc(NC(=O)c2n[nH]c(=O)c3ccccc23)ccc1C	i	-0.2	i
CC1(C)OC(=O)C(=NNc2ccccc2C(=O)O)C(=O)O1	i	0.8	i
Cc1cc(=O)c(C(=O)O)nn1-c1ccccc1Cl	i	-2.1	i
O=S1CC/C(=N\O)c2ccccc21 (stereo not given)	i	0.7	i
CN(C)S(=O)(=O)c1ccc(C(=O)Nc2ccc(Cl)cc2)cc1	i	-0.2	i
CC(C)(C)N(CC#CCC1(O)c2ccccc2-c2ccccc21)CCO	i	0.4	i
Cc1cccc(C)c1NC(=O)COC(=O)c1cccc2c1C(=O)c1ccccc1C2=O	i	8.5	i
COc1ccc(CC(=O)NNC(=O)CSc2nnc(Cc3ccc(OC)cc3)n2-c2ccccc2)cc1	i	0.3	i
O=C(CSCc1ccccc1)Nc1cccc(C(=O)Nc2ccc(C(=O)O)cc2)c1	i	-0.5	i
Cc1csc(=O)n1CCC(=O)OCC(=O)Nc1cc([N+](=O)[O-])ccc1Cl	i	-1.2	i
Cc1cccc(OCc2nnc(SCC(=O)Nc3cccc(C(=O)N4CCOCC4)c3)n2C)c1	i	-2.0	i
CC(C)(C)NC(=O)NC(=O)CN1CCc2ccccc21	i	-0.8	i
CCCCCN(C(=O)COC(=O)COc1c(C)cc(C)cc1C)c1c(N)n(CCCC)c(=O)[nH]c1=O	i	-1.2	i
Cc1nc(CS(=O)(=O)c2ccccc2)cc(N2CCN(c3ccccc3F)CC2)n1	i	-1.2	i
CCOc1ccc(-n2cc(C(=O)NCCOC)c3cc(OC)c(OC)cc3c2=O)cc1	i	-0.7	i

Later entries.
SMILES	CHT inh	STK33 inh	CHT PAM
COc1ccc(F)cc1S(=O)(=O)NCC(c1ccc2c(c1)OCO2)N1CCN(C)CC1 (stereo not given)	i	-2.2	i
COc1ccc(-c2nn3c(C4CCCCC4)nnc3s2)cc1OC	i	-0.2	i
CCCc1noc(-c2cccc([N+](=O)[O-])c2)n1	i	0.9	i
CCOC(=O)N1CCN(C(=O)COc2ccc(S(=O)(=O)NCc3ccccc3)cc2)CC1	i	-0.8	i
Fc1ccc(CNC(=S)Nc2ccccc2F)cc1	i	-1.1	i
COc1cc(C(c2sc3ncnn3c2O)N2CCN(c3ccccc3F)CC2)cc(OC)c1OC (stereo not given)	i	1.6	i
CCc1ccc(CN(C(=O)c2oc3ccccc3c2C)C2CCS(=O)(=O)C2)cc1 (stereo not given)	i	-3.4	i
COc1ccc(OCC(=O)Nc2ccc3c(c2)C(=O)NC3=O)cc1	i	-0.7	i
CCCCOc1ccc(-c2nc(/C=N/c3nccs3)c(O)o2)cc1	i	-0.9	i
C=CCN1C(=O)CS/C1=C(\C#N)S(=O)(=O)c1ccc(C)cc1	i	-0.5	i
NC(=O)COC(=O)c1sc2cc(F)ccc2c1Cl	i	-3.6	i
O/N=C1\CCc2cc(Cl)ccc21	i	0.9	i
CSc1cccc(-n2cc(-c3ccc4c(c3)OCO4)[nH]c2=O)c1	i	-0.1	i
Cc1ccc(C(=O)N2CCCC(c3nc4c(nnn4Cc4ccccc4)c(=O)[nH]3)C2)cc1 (stereo not given)	i	0.2	i
CCOc1ccc(-c2nc(CSCC(=O)NCCN3CCOCC3)c(C)o2)cc1	i	0.0	i

More records follow.
SMILES	CHT inh	STK33 inh	CHT PAM
CC(C)OC(=O)CSc1nnc(C2CCCCC2)n1N	i	-1.3	i
O=S(=O)(c1ccc(F)c(F)c1)N1CCN(S(=O)(=O)c2cccs2)CC1	i	-1.1	i
CCOC(=O)c1cn(CC)c2cc(N3CCCCC3)c(F)cc2c1=O	i	4.8	i
CC(C(=O)Nc1ccncc1)(c1ccccc1)c1ccccc1	i	0.5	i
O=C(CCc1nnc(Cc2ccc(-c3ccccc3)cc2)o1)NCC1CC1	i	-0.7	i
Cc1cccc(C)c1NC(=O)CS(=O)CC(=O)Nc1ccc(N2CCOCC2)cc1 (stereo not given)	i	0.8	i
CCOc1ccc(NC(=O)CN(C)C(=O)CCCOc2ccc(Br)cc2)cc1OCC	i	0.3	i
Cc1cccc(N2CCN(C(=O)C34CC5CC(CC(C5)C3)C4)CC2)c1C	i	-1.4	i
COc1cc(C(=S)N2CCOCC2)ccc1OC(=O)/C=C/c1ccco1	i	0.0	i
CCNC(=S)N/N=C/c1sccc1C	i	-1.2	i
O=C(CNC(=O)c1cccs1)OCC(=O)c1ccc(Cl)cc1	i	-0.4	i
Cc1cc(C)nc(SCC2COc3ccccc3O2)n1 (stereo not given)	i	1.5	i
CCOC(=O)c1ccc(NC(=O)NCCc2ccccc2OC)cc1	i	0.4	i
O=C(Nc1ccc2c(c1)OCO2)C1CCN(S(=O)(=O)Cc2ccccc2)CC1	i	-0.1	i
O=C(Nc1ccccc1C1CC1)c1cccs1	i	0.7	i

The final five entries of the section above open the next one.
SMILES	CHT inh	STK33 inh	CHT PAM
O=C(CNC(=O)c1cccs1)OCC(=O)c1ccc(Cl)cc1	i	-0.4	i
Cc1cc(C)nc(SCC2COc3ccccc3O2)n1 (stereo not given)	i	1.5	i
CCOC(=O)c1ccc(NC(=O)NCCc2ccccc2OC)cc1	i	0.4	i
O=C(Nc1ccc2c(c1)OCO2)C1CCN(S(=O)(=O)Cc2ccccc2)CC1	i	-0.1	i
O=C(Nc1ccccc1C1CC1)c1cccs1	i	0.7	i
COCCN1C(=O)/C(=C/c2cc3c(cc2Br)OCO3)NC1=S	i	0.1	i
CCn1c(SCC(=O)Nc2ccccc2Br)nnc1-c1cnccn1	i	-1.4	i
Cc1nc2sccn2c(=O)c1Br	i	-0.3	i
COc1ccc(NC(=O)CN(c2ccc(C(C)C)cc2)S(=O)(=O)c2c(C)noc2C)cc1OC	i	0.3	i
CCCCC(CC)CNC(=O)C1CCCN(S(=O)(=O)c2cnc[nH]2)C1 (stereo not given)	i	0.1	i
Cc1cc(NC(=O)CSc2nc3c(c(=O)n2-c2ccc(Br)cc2)SCC3)no1	i	-0.3	i
O=C(NC(=O)N1CCCc2ccccc21)c1ccccc1	i	-3.0	i
CCc1c(C)sc(NC(=O)c2cccs2)c1C#N	i	-1.6	i
O=C(OCC(CO)OC(CO)n1ccc(=O)[nH]c1=O)c1ccccc1 (stereo not given)	i	-0.5	i
O=C(CCN1C(=O)c2ccccc2C1=O)N1CCC(c2ccccc2)C1 (stereo not given)	i	0.3	i
Cc1cc(C2=NNC(=NC3CC3)SC2)c(C)n1-c1c(C)n(C)n(-c2ccccc2)c1=O	i	0.5	i
CS(=O)(=O)N(Cc1ccccc1)c1ccccc1C(=O)O	i	-2.9	i
CCOC(=O)COc1cccc2c(=O)n(CC(=O)NCc3ccc(F)cc3)ccc12	i	-1.3	i
O=C(Cc1ccc(Br)cc1)NCCN1CCOCC1	i	-0.5	i
COC(=O)c1cc(S(=O)(=O)NCC2CCN(Cc3cc(C)ccc3C)CC2)c[nH]1	i	-0.2	i

(next part)
SMILES	CHT inh	STK33 inh	CHT PAM
Cc1ccc(NC(=O)CN2C(=O)C3C4C=CC(C4)C3C2=O)cc1 (stereo not given)	i	-2.0	i
CCOC(=O)c1nn(-c2ccccc2C)c2nc(-c3ccc(Cl)cc3)c(C#N)c(=O)n12	i	0.8	i
CCC1=NN(C(=O)c2ccc(Br)cc2)C(O)(c2ccc(C)cc2)C1 (stereo not given)	i	-1.1	i
O=C(/C=C/c1ccccc1)NCCN1CCOCC1	i	-0.4	i
O=C(Nc1ccc(Br)cc1F)C1CCCN(S(=O)(=O)c2cnc[nH]2)C1 (stereo not given)	i	-0.6	i
COC(=O)c1cc(C(=O)c2ccc(Cl)cc2)n2c(=O)/c(=C\N(C)C)sc12	i	-0.2	i
Cc1ccc(CNC(=O)CS(=O)Cc2nc(-c3cccs3)oc2C)cc1 (stereo not given)	i	-1.3	i
Cc1ccc(S(=O)(=O)N2CCN(Cc3ccco3)CC2)c(C)c1	i	-0.5	i
CCOc1ccc(-c2nc(CSCC(=O)NCCCN3CCCC3=O)c(C)o2)cc1	i	1.0	i
Cc1ccccc1OCCCC(=O)Nc1ccc(N2CCOCC2)cc1	i	-0.5	i
O=C(Cn1ncc(Cl)c(Cl)c1=O)N1CCOCC1	i	-1.2	i
COc1ccc(C(=O)NCCCn2ccnc2)cc1	i	-0.2	i
O=C1CCCc2nn(-c3ccccc3)c(-c3ccncc3)c21	i	0.3	i
O=C(CN1CCOCC1)Nc1nc(-c2ccccc2Cl)cs1	i	0.0	i
CCCc1nnc(NC(=O)c2c(O)c3cccc4c3n(c2=O)CC4)s1	i	-1.7	i

(next part)
SMILES	CHT inh	STK33 inh	CHT PAM
Cc1nn(C)cc1S(=O)(=O)Nc1ccc2c(c1)OCCO2	i	0.3	i
Cc1ccc(C(=O)NC(=S)Nc2cccc3nsnc23)cc1	i	-0.1	i
COc1ccc(NC(=O)CCl)cn1	i	0.2	i
CCN(CC)C(=O)c1sc(NC(=O)c2ccc(OC)c([N+](=O)[O-])c2)c(C#N)c1C	i	-2.6	i
COC(=O)c1cc(S(=O)(=O)NCCN2CCOCC2)cn1C	i	0.4	i
Cc1nc(-c2ccc(F)cc2)c(CC(=O)Nc2cccc(S(=O)(=O)N3CCOCC3)c2)s1	i	-0.6	i
COc1cccc(NC(=O)CN(C)C(=O)/C=C/c2cn(Cc3ccccc3)nc2-c2cccnc2)c1	i	-2.2	i
Nc1nnc(SCCCC(=O)c2ccccc2)s1	i	-0.6	i
CC(C)c1nnc(SCC(=O)NC(C)(C)C)n1C	i	-0.4	i
CCOC(=O)c1cc(-c2ccccc2)sc1NC(=O)C(C)C	i	-1.1	i
CC(C)Cc1nc(SCC(=O)NCC2CCCO2)c2c(=O)n(C)c(=O)n(C)c2n1 (stereo not given)	i	-0.3	i

Quoted at random: two compounds from above.
SMILES	CHT inh	STK33 inh	CHT PAM
CCOC(=O)c1nn(-c2ccccc2C)c2nc(-c3ccc(Cl)cc3)c(C#N)c(=O)n12	i	0.8	i
C=CCN1C(=O)CS/C1=C(\C#N)S(=O)(=O)c1ccc(C)cc1	i	-0.5	i
